Source: PubChem
DUSP3 inh: DUSP3 (human) phosphatase inhibition; inhibition, % at 13.3 µM; 290,000 compounds, 0.52% hits; P51452; recombinant VHR phosphatase, pNPP absorbance; in the data active = inhibition above about 50%; note: some compounds called inactive have numbers as strong as hits
Target sequence (P51452 whole entry, looked up): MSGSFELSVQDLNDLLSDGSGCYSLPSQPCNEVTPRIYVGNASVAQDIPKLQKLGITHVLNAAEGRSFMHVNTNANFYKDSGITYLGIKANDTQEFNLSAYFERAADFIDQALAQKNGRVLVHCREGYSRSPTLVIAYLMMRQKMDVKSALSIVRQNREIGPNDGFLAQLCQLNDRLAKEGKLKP
MazEF act: increases E. coli MazEF RNase cleavage of RNA. P0AE70. FAM/BHQ RNA-DNA oligo cleavage fluorescence, 5 h. activation, % at 20 µM. 350,000 compounds, 0.32% hits; in the data active = activation above about 50%
Target sequence (P0AE70 whole entry, looked up): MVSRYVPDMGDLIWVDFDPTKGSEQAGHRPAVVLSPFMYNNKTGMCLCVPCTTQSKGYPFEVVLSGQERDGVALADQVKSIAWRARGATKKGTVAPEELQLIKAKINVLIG
CCHF vOTU inh: CCHFV vOTU protease inhibition; 370,000 compounds, 0.55% hits; Pep-AMC fluorescence; inhibition, % at 11.5 µM; AID 651958; in the data active = inhibition above about 30%; note: 0% = vehicle wells with enzyme and 100% = no enzyme wells
SSB-PriA inh: inhibitors of Klebsiella pneumoniae PriA binding to SSB C-terminal tail; AlphaScreen SSBct-PriA binding, biotinylated peptide; inhibition, % at 33 µM; 430,000 compounds, 0.6% hits; in the data active = inhibition mostly above about 37%, no sharp cut-off; inactive = mostly below about 20%;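 note: plate controls were negative control peptide for no effect and reference peptide for full effect; strong numbers were not always called active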
BoNT A protease: inhibitors of Botulinum neurotoxin A light chain protease; 360,000 compounds, 0.17% hits; multiplex microsphere protease substrate cleavage, flow cytometry; inhibition, % at 10 µM; note: plate controls were buffer without enzyme for full effect and enzyme alone for no effect
Rv3671c inh: inhibitors of M. tuberculosis serine protease Rv3671c. 320,000 compounds, 0.048% hits. AID 2606. inhibition, % at 5.96 µM; in the data active = inhibition above about 38%;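 note: extracellular domain of Rv3671c used as enzyme; 0% = enzyme with DMSO and 100% = no enzyme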
Target sequence (P9WHR9 whole entry, looked up, the tested form may be a part): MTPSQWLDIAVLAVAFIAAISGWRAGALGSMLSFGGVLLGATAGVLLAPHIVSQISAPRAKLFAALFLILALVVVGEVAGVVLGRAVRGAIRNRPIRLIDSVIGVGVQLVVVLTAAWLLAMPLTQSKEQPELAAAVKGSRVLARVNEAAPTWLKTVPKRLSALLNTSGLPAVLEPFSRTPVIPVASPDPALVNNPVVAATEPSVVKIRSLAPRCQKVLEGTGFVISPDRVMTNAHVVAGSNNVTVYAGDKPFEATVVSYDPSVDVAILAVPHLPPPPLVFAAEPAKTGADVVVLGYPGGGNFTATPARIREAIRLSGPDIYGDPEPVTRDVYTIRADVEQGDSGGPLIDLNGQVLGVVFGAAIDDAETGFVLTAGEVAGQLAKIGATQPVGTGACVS
SARS 3CLpro inh: SARS-CoV 3CLpro protease inhibition; P0C6X7; recombinant SARS-CoV 3CLpro, quenched FRET peptide cleavage; inhibition, % at 6 µM; 290,000 compounds, 0.14% hits; AID 1706; in the data active = inhibition above about 12%
BoNT-F LC inh: blocks Botulinum neurotoxin F light chain protease; Multiplex microsphere protease cleavage assay, flow cytometry; inhibition, % at 10 µM; 360,000 compounds, 0.22% hits; in the data active = inhibition above about 35%, passing the limit was not always enough; inconclusive = no clear call, values can overlap the other calls; note: plate controls were buffer without enzyme for full effect and enzyme alone for no effect
Anthrax LF prot: inhibitors of Bacillus anthracis lethal factor protease; multiplex microsphere protease cleavage assay, LF; inhibition, % at 10 µM; 360,000 compounds, 0.12% hits; note: plate controls were buffer without enzyme for full effect and enzyme alone for no effect
PrPC TRFRET: cell surface PrPC inhibition, primary TR-FRET screen | P04156 | TR-FRET read-out | inhibition, % at 13.8 µM | 370,000 compounds, 0.43% hits | AID 720596; in the data active = inhibition above about 24%; note: 0% = median of the test wells and 100% = reference compound wells
An asterisk follows results filed as active; ? = inconclusive; . = not tested or not shown. Cut-off read from the data, not from the text of the source, unless noted: active = inhibition above about 30%; inconclusive = no clear call, values can overlap the other calls; inactive = below that.

Keys: A = DUSP3 inh; B = MazEF act; C = CCHF vOTU inh; D = SSB-PriA inh; E = BoNT A protease; F = Rv3671c inh; G = SARS 3CLpro inh; H = BoNT-F LC inh; I = Anthrax LF prot; J = PrPC TRFRET
> CCC1CCCCN1C(=O)N[C@@H](Cc1ccccc1)C(=O)O (some centres undefined)
  A: 4 | B: 14 | C: -6 | D: -2 | E: 0.2 | F: -6 | G: -1 | H: -3 | I: 0 | J: 0
> CCCNC(=O)C1(C)CCCN(C(=O)c2oc3ccccc3c2C)C1 (centres undefined)
  A: . | B: . | C: -5 | D: . | E: 0.6 | F: . | G: . | H: 6 | I: -10 | J: 7
> COCCN(C(=O)CNC(=O)c1ccco1)C(C(=O)NC1CCCCC1)c1cccnc1 (centres undefined)
  A: 20 | B: 10 | C: 11 | D: -3 | E: 0.5 | F: -4 | G: 2 | H: -22 | I: 5 | J: -9
> Cc1cc2nc(/C(C#N)=C/c3ccncc3)[nH]c2cc1C
  A: 28 | B: 37 | C: 11 | D: 1 | E: 0.5 | F: 1 | G: 1 | H: -1 | I: 4 | J: 2
> COCCCNc1nc2ccccc2nc1NS(=O)(=O)c1ccc(Cl)cc1
  A: 16 | B: -8 | C: 0 | D: 2 | E: -0.5 | F: -1 | G: -3 | H: -4 | I: 19 | J: 0
> CC(NC(=O)c1ccc(OC2CCN(Cc3ccccn3)CC2)cc1)c1ccccc1 (centres undefined)
  A: 18 | B: 3 | C: -12 | D: -15 | E: 0.6 | F: 0 | G: 4 | H: -2 | I: 0 | J: 0
> NNC(=O)c1cccc(S(=O)(=O)Nc2cc(Cl)ccc2Cl)c1
  A: -24 | B: 5 | C: 15 | D: -2 | E: -1.1 | F: -6 | G: 3 | H: -13 | I: -6 | J: 3
> CCCS(=O)(=O)Nc1ccc(N2CCCCC2)c(S(=O)(=O)Nc2ccccc2OC)c1
  A: . | B: -6 | C: -6 | D: 1 | E: -8.0 | F: . | G: . | H: -12 | I: -3 | J: 6
> CC1(NC(=O)CCc2nc3sc4c(c3c(=O)[nH]2)CCCC4)CCS(=O)(=O)C1 (centres undefined)
  A: . | B: . | C: 15 | D: -1 | E: 0.2 | F: -13 | G: . | H: -1 | I: -5 | J: 7
> C/C(N)=C(/C#N)C(=O)COC(=O)CCSc1ccccc1Cl
  A: -8 | B: -10 | C: 7 | D: -15 | E: 0.3 | F: 11 | G: 2 | H: 7 | I: -2 | J: 3
> CCOc1ccc(NC(=O)CN2CCN(CC(=O)Nc3ccc(F)cc3)CC2)cc1
  A: 43 | B: -6 | C: 9 | D: 17 | E: -0.3 | F: 0 | G: 2 | H: -1 | I: 4 | J: -9
> c1ccc(CNc2nc(-c3cccnc3)cs2)cc1
  A: 4 | B: -2 | C: -4 | D: 2 | E: 0.6 | F: -1 | G: 1 | H: -4 | I: -4 | J: 1
> Cc1ccc(S(=O)(=O)N2CCN(C(=O)COC(=O)/C=C/c3ccc([N+](=O)[O-])cc3)CC2)c(C)c1
  A: . | B: -5 | C: -3 | D: -9 | E: -1.4 | F: 1 | G: . | H: 0 | I: 1 | J: -5
> CSc1nc(NC(C)C)nc(NC(C)C)n1
  A: . | B: 5 | C: 2 | D: -7 | E: -0.4 | F: . | G: . | H: -3 | I: -5 | J: 0
> COc1cccc(CN2C(=NC(=O)CCC3CCCC3)SC3CS(=O)(=O)CC32)c1 (centres undefined)
  A: 44 | B: 4 | C: 5 | D: -2 | E: 1.4 | F: 4 | G: -2 | H: 2 | I: 0 | J: -4
> O=P(O)(O)CN1CCNCCN(CP(=O)(O)O)CCNCC1
  A: . | B: 8 | C: -12 | D: -17 | E: 3.1 | F: . | G: . | H: 27 | I: 8 | J: 4
> COc1ccc(CCC(=O)OCC(=O)Nc2ccccc2OC(F)F)cc1OC
  A: 24 | B: 4 | C: 6 | D: -22 | E: -0.2 | F: -8 | G: 7 | H: 2 | I: 9 | J: 10
> CC(C)C[C@H]1COc2cccc(N3CCC[C@H]3CO)c2S(=O)(=O)N1
  A: . | B: . | C: 4 | D: . | E: -0.2 | F: . | G: . | H: -3 | I: -6 | J: 1
> CCOc1cccc(C=NCCc2ccc(OC)c(OC)c2)c1O
  A: -1 | B: 3 | C: 7 | D: -25 | E: -5.5 | F: -3 | G: -1 | H: ? | I: 8 | J: -2
> Nc1nc(N)nc(-c2cccc(Cl)c2)n1
  A: . | B: -2 | C: 3 | D: -7 | E: -0.4 | F: 2 | G: . | H: -3 | I: -6 | J: 0

Exported tab-delimited: eight of the compounds above.
Compound	DUSP3 inh	MazEF act	CCHF vOTU inh	SSB-PriA inh	BoNT A protease	Rv3671c inh	SARS 3CLpro inh	BoNT-F LC inh	Anthrax LF prot	PrPC TRFRET
c1ccc(CNc2nc(-c3cccnc3)cs2)cc1	4	-2	-4	2	0.6	-1	1	-4	-4	1
Cc1ccc(S(=O)(=O)N2CCN(C(=O)COC(=O)/C=C/c3ccc([N+](=O)[O-])cc3)CC2)c(C)c1	.	-5	-3	-9	-1.4	1	.	0	1	-5
CSc1nc(NC(C)C)nc(NC(C)C)n1	.	5	2	-7	-0.4	.	.	-3	-5	0
COc1cccc(CN2C(=NC(=O)CCC3CCCC3)SC3CS(=O)(=O)CC32)c1 (centres undefined)	44	4	5	-2	1.4	4	-2	2	0	-4
O=P(O)(O)CN1CCNCCN(CP(=O)(O)O)CCNCC1	.	8	-12	-17	3.1	.	.	27	8	4
COc1ccc(CCC(=O)OCC(=O)Nc2ccccc2OC(F)F)cc1OC	24	4	6	-22	-0.2	-8	7	2	9	10
CC(C)C[C@H]1COc2cccc(N3CCC[C@H]3CO)c2S(=O)(=O)N1	.	.	4	.	-0.2	.	.	-3	-6	1
CCOc1cccc(C=NCCc2ccc(OC)c(OC)c2)c1O	-1	3	7	-25	-5.5	-3	-1	?	8	-2

Going on with the list:
Keys: A = DUSP3 inh; B = MazEF act; C = CCHF vOTU inh; D = SSB-PriA inh; E = BoNT A protease; F = Rv3671c inh; G = SARS 3CLpro inh; H = BoNT-F LC inh; I = Anthrax LF prot; J = PrPC TRFRET
> CC(=O)Oc1ccc(C(=O)Cc2ccc3ccccc3n2)c(O)c1C
  A: -10 | B: -178 | C: 19 | D: -4 | E: -0.4 | F: -2 | G: 6 | H: -2 | I: 1 | J: 6
> NC(=O)c1ccc(NC(=O)COC(=O)CCC(=O)c2ccc(Cl)cc2)cc1
  A: 33 | B: 2 | C: 2 | D: -1 | E: 0.1 | F: -1 | G: 3 | H: 0 | I: -1 | J: 3
> Cc1ccc(S(=O)(=O)N(C)C)cc1NC(=O)c1cc(=O)[nH]c2ccccc12
  A: -1 | B: 0 | C: -14 | D: -6 | E: -0.1 | F: -19 | G: 5 | H: 1 | I: -8 | J: -1
> CCCN1CCN(C(=O)c2noc3c2COc2ccc(C)cc2-3)CC1
  A: -10 | B: -2 | C: -1 | D: -9 | E: 0.3 | F: -5 | G: -6 | H: -7 | I: -1 | J: 14
> COc1ccc(S(=O)(=O)N2CCC(Nc3ccccc3Cl)CC2)cc1
  A: 4 | B: -4 | C: -6 | D: -9 | E: -0.8 | F: . | G: -1 | H: 10 | I: -1 | J: -3
> COc1ccc(Cl)cc1C(=O)Nc1ccc(NC(=O)C(C)C)cc1
  A: 13 | B: 6 | C: 11 | D: 2 | E: 0.2 | F: 3 | G: -1 | H: 1 | I: -3 | J: 7
> CN(C)S(=O)(=O)c1cccc(COC(=O)c2cccnc2Cl)c1
  A: 7 | B: -1 | C: 20 | D: -6 | E: 0.5 | F: -2 | G: -1 | H: -2 | I: 0 | J: 5
> CC(=O)c1cn(Cc2ccccc2)c(=O)n(Cc2ccc(F)cc2)c1=O
  A: 1 | B: 6 | C: 9 | D: -17 | E: -0.2 | F: 0 | G: 4 | H: -2 | I: -1 | J: -3

These rows are one share of the data. The share of hits here may be higher or lower than overall.
